# GPR55 LPI antagonism: GPR55 antagonists blocking LPI-driven arrestin recruitment, primary screen, imaging, U2OS, beta-arrestin-GFP, LPI agonist (AID 2013); G-protein coupled receptor 55 (Homo sapiens); U2OS GPR55 beta-arrestin-GFP translocation imaging, LPI antagonism; higher % means a stronger effect; inhibition, % at 10 µM; hits with a dose series show IC50 in µM; hit rate 0.13% among 290,000;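 active = spots per cell inhibited over 60%, with over 100 cells counted and total cytoplasm intensity under 500,000; inconclusive = wells with under 100 cells, flagged as likely toxic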;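 note: U2OS cells stably carrying GPR55 and arrestin-GFP stimulated by 5 µM LPI near EC80; imaged beta-arrestin-GFP aggregate spots per cell after agonist stimulation; plate controls were LPI-stimulated DMSO wells for no effect and DMSO wells without LPI for full effect; some results filed as inactive read as strong as hits; confirmed hits need IC50 under 10 µM and bright autofluorescent wells are also inconclusive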
# NTR1 ag: agonists of NTR1, primary screen, imaging, U2OS cells, beta-arrestin-GFP, high content (AID 493036) | Neurotensin receptor type 1 (Homo sapiens), P30989 | activation, % at 20 µM | hit rate 0.17% among 330,000 | NTR1-U2OS beta-arrestin-GFP spot imaging, agonist mode;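 active = activation at or above 40% of the spot to cytoplasm intensity ratio, with at least 20 cells analyzed; inconclusive = wells under 20 cells, flagged as cytotoxic or low count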;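 note: 0% = DMSO without peptide and 100% = 100 nM NTR1 peptide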
# Target sequence (P30989 whole entry, looked up): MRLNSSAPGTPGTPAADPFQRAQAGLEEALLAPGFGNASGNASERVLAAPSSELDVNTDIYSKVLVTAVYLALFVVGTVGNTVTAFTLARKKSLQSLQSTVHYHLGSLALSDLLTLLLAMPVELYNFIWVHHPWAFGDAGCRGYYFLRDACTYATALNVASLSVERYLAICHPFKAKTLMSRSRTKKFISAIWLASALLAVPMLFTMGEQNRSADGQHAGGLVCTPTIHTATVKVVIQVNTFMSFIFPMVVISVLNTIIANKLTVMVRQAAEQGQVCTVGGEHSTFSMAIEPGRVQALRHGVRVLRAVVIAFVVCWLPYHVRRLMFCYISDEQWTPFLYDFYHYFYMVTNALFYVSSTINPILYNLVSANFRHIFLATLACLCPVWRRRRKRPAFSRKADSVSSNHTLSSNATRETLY
# SV40 large T antigen: SV40 large T antigen inhibitors, biochemical (AID 1903); hit rate 0.39% among 310,000; SV40 large T antigen ATPase/helicase inhibition assay; higher % means a stronger effect; inhibition, % at 20 µM; hits with a dose series show IC50 in µM; in the data active = a potency from the dose series; inconclusive = inhibition mostly from about 32% at the one dose, without a potency; inactive = the rest, 99 in 100 with inhibition below about 32%; note: strong numbers were not always called active
# Yfh1-off respiration: enhancers of respiration in Yfh1-depleted yeast, dose response, Friedreich's ataxia, plus single-dose screen (AID 1465) | S. cerevisiae Yfh1-off respiration, WST-1 reduction, 72 h; higher fold induction means a stronger effect | one-dose fold induction at 50 µM; EC50 in µM for titrated hits | hit rate 0.074% among 220,000;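 active = fold induction of absorbance versus untreated yeast above a set limit, then at least 30% activation at any dose in follow-up; inconclusive = repeats straddling the limit, or above it without dose testing; inactive = fold induction below the set limit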;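 note: activators that raise dye reduction in frataxin-depleted yeast; strong numbers were not always called active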
# NS5 inhibitors: Dengue-2 NS5 methyltransferase inhibitors, primary screen, biochemical, confirmation dose response (AID 588689); Genome polyprotein (Dengue virus type 2 (strain 16681-PDK53)); Dengue-2 NS5 methyltransferase capping enzyme assay, biochemical; higher % means a stronger effect; inhibition, % at 25 µM, or IC50 in µM where a hit was titrated; hit rate 0.3% among 340,000; in the data active = a potency from the dose series; inconclusive = inhibition above about 29% without an active follow-up result
# GPR35 arrestin U2OS: GPR35 antagonists blocking zaprinast-driven arrestin recruitment, primary screen, imaging, U2OS, beta-arrestin-GFP, zaprinast agonist (AID 2058) | G-protein coupled receptor 35 (Homo sapiens) | U2OS GPR35 beta-arrestin-GFP translocation imaging, zaprinast antagonism; higher % means a stronger effect | inhibition, % at 10 µM, or IC50 in µM where a hit was titrated | hit rate 0.052% among 290,000;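 active = inhibition of at least 50% with at least 30 cells and total cytoplasm GFP at most 10,000,000; inconclusive = under 30 cells or total GFP of 10,000,000 plus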
# MgcRacGAP inhibition: MgcRacGAP GTPase-activating activity inhibitors, confirmation, biochemical, ADP Hunter fluorescence; hit rate 0.6% among 340,000; one-dose inhibition, % at 30 µM; IC50 in µM for titrated hits; MgcRacGAP-stimulated Rac1 GTP hydrolysis, ADP Hunter fluorescence; higher % means a stronger effect; GST-tagged Rac1 F28L mutant substrate; AID 624330, 2012; Rac GTPase-activating protein 1 (Homo sapiens);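 active = first-screen hits whose inhibition reached a set limit at any dose in the follow-up dose series; inconclusive = inhibition above the set first-screen limit but never retested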;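 note: fluorescence reports GDP produced by GAP-driven GTP hydrolysis; strong numbers were not always called active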
# AID2073: inhibitors of Mint1-CaV2.2 protein interaction, biochemical, HTRF (AID 2073); Voltage-dependent N-type calcium channel subunit alpha-1B (Homo sapiens); HTRF protein-protein interaction, Mint1-CaV2.2; higher % means a stronger effect; inhibition, % at 20 µM, or IC50 in µM where a hit was titrated; hit rate 0.19% among 290,000; in the data active = inhibition mostly above about 51%, no sharp cut-off; inconclusive = no clear call, values can overlap the other calls; inactive = mostly below about 53%; note: some results filed as inactive read as strong as hits
# GPR55 beta-arrestin: GPR55 agonists via beta-arrestin recruitment, primary screen, imaging, U2OS cells, beta-arrestin-GFP redistribution (AID 1961); G-protein coupled receptor 55 (Homo sapiens); U2OS GPR55 beta-arrestin-GFP redistribution imaging; higher % means a stronger effect; one-dose activation, % at 10 µM; EC50 in µM for titrated hits; hit rate 0.048% among 290,000;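 active = activation above 40% with more than 50 cells counted in the well; inconclusive = wells holding fewer than 50 cells, flagged as toxic or sparse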;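 note: U2OS osteosarcoma cells stably expressing GPR55 and beta-arrestin-GFP; plate controls were DMSO negative control for no effect and LPI positive control for full effect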
# NTR1 ag cell count 20 µM: second read-out of NTR1 ag, no call of its own (marks repeat the call); cell count; measured here: cell count, cytotoxicity flag
# NS5 inhibitors pilot replicate: second read-out of NS5 inhibitors, no call of its own (marks repeat the call); inhibition, %; measured here: pilot screen replicate inhibition
# * hit, by the source's call; i = inactive; u = inconclusive; x = not tested or not shown.
# The first five records as a preview:
SMILES,GPR55 LPI antagonism,NTR1 ag,NTR1 ag cell count 20 µM,SV40 large T antigen,Yfh1-off respiration,NS5 inhibitors,GPR35 arrestin U2OS,MgcRacGAP inhibition,AID2073,GPR55 beta-arrestin,others
O=C(Cc1ccccc1)NCCc1ccc(Cl)cc1Cl,13%,1.8,42,5%,i,0%,-5%,8%,1%,0.1%,
Cc1cc2c(cc1S(=O)(=O)N1CCN(c3cccc(C)c3C)CC1)OCC(=O)N2,8%,7.2,70,8%,x,-2%,2%,7%,12%,0.7%,
Cc1ccccc1OCCC(=O)Nc1c(C)n(C)n(-c2ccccc2)c1=O,x,0.2,100,2%,i,-6%,x,4%,x,x,
CCCC1=Nc2cc(C(=O)NCCCOCC)ccc2Sc2ccccc21,-19%,-0.7,80,3%,i,-11%,9%,5%,17%,0.0%,
O=C1NN(c2ccc(F)cc2)C(=O)/C1=C\c1cnn(-c2ccccc2)c1,0%,6.7,96,2%,i,x,7%,x,9%,-0.1%,

# This part in full, from the start:
SMILES,GPR55 LPI antagonism,NTR1 ag,NTR1 ag cell count 20 µM,SV40 large T antigen,Yfh1-off respiration,NS5 inhibitors,GPR35 arrestin U2OS,MgcRacGAP inhibition,AID2073,GPR55 beta-arrestin,others
O=C(Cc1ccccc1)NCCc1ccc(Cl)cc1Cl,13%,1.8,42,5%,i,0%,-5%,8%,1%,0.1%,
Cc1cc2c(cc1S(=O)(=O)N1CCN(c3cccc(C)c3C)CC1)OCC(=O)N2,8%,7.2,70,8%,x,-2%,2%,7%,12%,0.7%,
Cc1ccccc1OCCC(=O)Nc1c(C)n(C)n(-c2ccccc2)c1=O,x,0.2,100,2%,i,-6%,x,4%,x,x,
CCCC1=Nc2cc(C(=O)NCCCOCC)ccc2Sc2ccccc21,-19%,-0.7,80,3%,i,-11%,9%,5%,17%,0.0%,
O=C1NN(c2ccc(F)cc2)C(=O)/C1=C\c1cnn(-c2ccccc2)c1,0%,6.7,96,2%,i,x,7%,x,9%,-0.1%,
Cc1cc(C(=O)COc2ncnc3sccc23)c(C)n1C1CC1,-2%,-0.7,60,4%,i,-1%,6%,7%,-7%,-0.1%,
O=C(c1ccco1)N1CCN(C(=O)C2CCN(S(=O)(=O)c3cccs3)CC2)CC1,14%,-0.1,64,12%,i,-6%,9%,6%,3%,0.2%,
Cc1c(C(=O)N2CCN(C(=O)c3ccco3)CC2)oc2c(Cl)cccc12,x,-0.2,49,4%,x,-8%,x,7%,x,x,
Cc1oc(-c2cc(F)cc(F)c2)nc1CN1CCSCC1,-4%,-0.4,47,7%,i,4%,8%,3%,8%,0.2%,
Cc1nn(Cc2ccc(Cl)cc2)c(C)c1NC(=O)C(c1ccccc1)c1ccccc1,6%,2.4,84,0%,i,-3%,-14%,5%,-5%,0.4%,
CCOc1ccc(Cn2c(=O)oc3ccccc32)cc1,5%,2.2,64,3%,x,-5%,9%,7%,-2%,-0.1%,
CCOC(=O)CNC(=O)Cn1c(C)cc2ccccc2c1=O,7%,0.9,60,-9%,i,-5%,16%,0%,-8%,0.2%,
Cc1ccc(C(=O)N/C(=C\c2ccc(C)o2)C(=O)O)cc1,6%,2.6,57,10%,i,-6%,8%,12%,0%,-0.1%,
COC(=O)c1cc(S(=O)(=O)NC2CCC(C)CC2)cn1C (stereo unspecified),-2%,0.2,43,8%,x,-15%,4%,0%,3%,0.7%,
COc1ccc(Nc2cc(Nc3ccc(OC)cc3)ncn2)cc1,9%,-1.1,83,7%,x,-1%,4%,0%,16%,0.3%,
COCCCNC(=O)/C=C/c1ccc(OCc2c(F)cccc2Cl)cc1,22%,-0.8,46,8%,i,-9%,3%,7%,-11%,-0.3%,
OCCC1CN(Cc2ccon2)CCN1Cc1ccccc1 (stereo unspecified),6%,1.5,84,x,i,-5%,2%,0%,-27%,-0.1%,
COC(=O)C1C2C=CC3(CN(C(C)C)C(=O)C13)O2 (stereo unspecified),-6%,-3.2,61,-1%,i,-7%,5%,11%,-3%,0.9%,
C/C(CCc1ccccc1)=N/NC(=O)C(=O)NCc1ccccc1,2%,-0.5,69,8%,i,-10%,6%,3%,-2%,-0.1%,
O=C(CSc1ccccc1)N1CCCC(N2CCN(c3cccc(Cl)c3)CC2)C1 (stereo unspecified),5%,1.8,53,8%,x,3%,6%,8%,-6%,0.2%,
COc1cccc(C(C#N)N2N=C(C)CC2(C)C)c1O (stereo unspecified),-9%,-0.4,40,8%,i,2%,0%,4%,-10%,-0.2%,
Cn1c(CC(=O)Nc2cccc(Cl)c2Cl)nnc1SCC(=O)NC1=NCCS1,1%,0.0,54,-1%,x,2%,6%,6%,6%,-0.1%,
N=c1oc2ccc3ccccc3c2cc1-c1nnc2n1CCCCC2,8%,0.1,49,-2%,i,3%,-3%,-1%,9%,0.2%,
O=C(CSc1nnc(-c2ccccc2)n1Cc1ccccc1)NC1CC1,13%,2.2,54,-4%,i,1%,1%,1%,0%,-0.2%,
COc1ccc(S(=O)(=O)N2CCOC2CNC(=O)C(=O)NCc2ccc(F)cc2)cc1 (stereo unspecified),5%,0.5,56,26%,x,-9%,13%,8%,15%,0.4%,
SMILES,GPR55 LPI antagonism,NTR1 ag,NTR1 ag cell count 20 µM,SV40 large T antigen,Yfh1-off respiration,NS5 inhibitors,GPR35 arrestin U2OS,MgcRacGAP inhibition,AID2073,GPR55 beta-arrestin,others
COC(=O)c1c(-c2c(Cl)cccc2Cl)noc1NC(=O)NN1CCOCC1,-5%,0.9,58,16%,i,-2%,20%,10%,-5%,0.1%,
Cc1ccc(C(=O)NNC(=O)c2nn(-c3ccc(F)cc3)ccc2=O)cc1,-11%,-1.0,43,12%,i,5%,-8%,-7%,1%,-0.2%,
CCCCN(CCCC)C(=O)/C=C/c1cccc([N+](=O)[O-])c1,-3%,3.2,47,-1%,i,-7%,19%,-1%,2%,-0.3%,
CCOc1cccc(CN2CCCC(C(=O)c3cccc(C(F)(F)F)c3)C2)c1O (stereo unspecified),15%,2.3,51,0%,i,-1%,3%,3%,-15%,-0.3%,
CCOC(=O)N1CCC(N2C(=O)c3ccccc3C2Nc2ccc(S(=O)(=O)N3CCOCC3)cc2)CC1 (stereo unspecified),1%,1.3,45,-4%,i,-12%,-4%,8%,-6%,0.5%,
COc1cc(CNCc2cccc3ccccc23)cc(OC)c1,6%,-0.8,56,7%,x,1%,-6%,25%,-14%,0.3%,
O=C(O)c1cccc(-n2cccc2/C=C2\SC(=O)N(Cc3ccccc3F)C2=O)c1,4%,0.4,49,14%,i,12%,-10%,-8%,-8%,-0.4%,
CCOc1ccc(/C(O)=C2/C(=O)C(=O)N(c3nc(C)c(C)s3)C2c2ccco2)cc1 (stereo unspecified),5%,1.6,33,12%,i,18%,-9%,6%,24%,-0.1%,
Cc1cc([N+](=O)[O-])cc2c1-c1ncccc1C2=Nc1ccccc1,-5%,3.8,54,5%,i,-2%,-7%,3%,-3%,0.0%,
Cc1ccc(S(=O)(=O)CCC(=O)OC(C)C(=O)N2CCc3ccccc32)cc1 (stereo unspecified),x,2.1,59,13%,x,-1%,x,10%,x,x,
FC(F)(F)c1cc(Oc2ccccc2Cl)nc(-c2ccccn2)n1,14%,1.8,86,1%,i,-2%,-1%,4%,19%,0.2%,NS5 inhibitors pilot replicate=-0.6
Cc1[nH]n(-c2ccccc2)c(=S)c1C=Nc1ccc([N+](=O)[O-])cc1,6%,x,x,26µM*,i,12%,-16%,21%,67%*,0.0%,
O=C(CSc1nnc(-c2ccc(F)cc2)c2ccccc12)Nc1cccc(Cl)c1,8%,8.5,69,-1%,i,-8%,1%,6%,9%,0.0%,
CN(C)CCNc1oc(-c2cccc(Cl)c2)nc1C#N,19%,-1.2,88,u,i,2%,2%,12%,26%,-0.1%,NS5 inhibitors pilot replicate=3.9
CCOC(=O)c1csc(NC(=O)c2ccc(N3C(=O)CCC3=O)cc2)n1,7%,2.9,34,7%,i,-12%,2%,3%,-9%,-0.4%,
COc1ccccc1CN1C[C@@H]2C[C@@H](c3cccc(C)c3)N3CCC[C@@]23C1=O,6%,4.6,24,6%,i,x,16%,x,0%,0.3%,
O=C(NCCCN1CCCCCC1)C1CC(=O)N(C2CCCC2)C1 (stereo unspecified),-25%,-0.6,52,1%,i,5%,-14%,-10%,14%,-0.1%,
CC(C)Sc1nc2c(c(=O)[nH]c(=O)n2C)n1Cc1ccc(Cl)cc1,0%,3.5,57,8%,i,-5%,5%,10%,0%,0.2%,
c1ccc(-c2nn3c(C4CCCCC4)nnc3s2)nc1,2%,-0.2,46,-1%,i,-2%,9%,9%,3%,-0.2%,
CCC(C)(C)n1nnnc1C(c1cc2cc(C)cc(C)c2[nH]c1=O)N1CCN(C(=O)c2ccco2)CC1 (stereo unspecified),-3%,1.6,52,9%,i,-3%,8%,4%,5%,0.3%,
CCCCCN(C(=O)NC(=O)Nc1nncs1)S(C)(=O)=O,-3%,0.1,54,2%,i,-1%,14%,3%,10%,-0.2%,
CCc1ccc(CN(C)C(=O)c2cc(COc3c(F)cccc3F)on2)cc1,2%,8.3,53,8%,i,-5%,6%,6%,32%,-0.1%,
Cc1ccc(NC(=O)c2cccnc2C(=O)Nc2ccc(C)cc2)cc1,10%,1.1,39,-2%,i,-9%,-2%,2%,10%,-0.9%,
S=C(NCC1CCCO1)N1CCN(c2ccc(Cl)c(Cl)c2)CC1 (stereo unspecified),-13%,3.5,40,5%,i,-1%,-9%,5%,-13%,-0.2%,
COC(=O)C1=C(CS(=O)(=O)c2ccc(C)cc2)NC(=O)NC1c1ccc(OC)c(OC)c1 (stereo unspecified),-3%,2.0,59,18%,x,-8%,5%,5%,8%,-0.1%,
